# Assay outcomes deposited in PubChem BioAssay by several laboratories.
# C-LANA FP: inhibitors of KSHV LANA C-terminal domain DNA binding; 0.078% of 340,000 active; MBP-C-LANA/FAM-LBS DNA binding, fluorescence polarization; inhibition, % at 9 µM;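 active means highest replicate inhibition at or above 60% at 9 µM, even if other replicates fall short; inactive means all replicates below 60% inhibition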;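 further: 0% = neutral control wells and 100% = 4 µM acridine orange control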
# DAGLB inhibitor: blocks human DAGLB lipase activity. AID 504411. inhibition, % at 5.17 µM. 0.059% of 340,000 active. HEK293T DAGLB membrane lysate, EnzChek fluorogenic substrate. Q8NCG7; in the data active means inhibition above about 34%;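 further: 0% = enzyme with vehicle and 100% = wells lacking enzyme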
# CAL PDZ FP-1: human CAL PDZ-peptide interaction inhibition. 0.02% of 330,000 active. purified CAL PDZ, TMR-peptide fluorescence polarization, 1 h. AID 504414. inhibition, % at 20 µM. Q9HD26;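 active means highest replicate inhibition of at least 40%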;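 further: plate controls were DMSO neutral control wells for no effect and unlabeled competitor peptide control wells for full effect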
#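 Material: tagged CAL PDZ domain; buffer or medium: 25 mM sodium phosphate pH 7.4, 150 mM NaCl, TCEP, IgG, Thesit; compound dosing: single point, 20 µM; schedule: 1 h incubation at room temperature before polarization reading; measured by: FP readout, S and P plane fluorescence; read-out basis: percent inhibition from loss of millipolarization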
# V-ATPase pH: regulators of yeast V-ATPase proton transport; S. cerevisiae, pHLuorin cytosolic pH fluorescence; response, % at 10 µM; 0.37% of 350,000 active; in the data active means response mostly above about 7.3%, no sharp cut-off; inactive means mostly below about 5.4%; further: actives read high; inactives centre near 0; some compounds called inactive have numbers as strong as hits; reference of the scale not given here
# Keap1-Nrf2 PPI: inhibitors of human Keap1-Nrf2 protein-protein interaction; AID 504523; Keap1 Kelch-Nrf2 peptide fluorescence polarization, 1536-well; inhibition, % at 9.4 µM; 0.15% of 340,000 active; Q14145; in the data active means inhibition above about 12%;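 further: human Keap1 Kelch domain with fluorescein labeled Nrf2 9mer peptide probe; 0% = neutral control wells and 100% = peptide positive control; higher means more block of Keap1 binding to Nrf2 peptide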
# DSG3 Ab inh: inhibitors of pemphigus antibody binding to human desmoglein-3. AID 588358. binding (percent of control), % at 10 µM. 0.48% of 310,000 active. P32926. DSG3-coupled beads, scFv-anti-DSG3-GFP binding, flow cytometry; hits give low values;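 active means binding more than 3 SD below its plate's average and above zero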;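 further: hits lower antibody fragment binding to DSG3; some compounds called inactive have numbers as strong as hits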
# Target sequence (P32926 whole entry, looked up, the tested form may be a part): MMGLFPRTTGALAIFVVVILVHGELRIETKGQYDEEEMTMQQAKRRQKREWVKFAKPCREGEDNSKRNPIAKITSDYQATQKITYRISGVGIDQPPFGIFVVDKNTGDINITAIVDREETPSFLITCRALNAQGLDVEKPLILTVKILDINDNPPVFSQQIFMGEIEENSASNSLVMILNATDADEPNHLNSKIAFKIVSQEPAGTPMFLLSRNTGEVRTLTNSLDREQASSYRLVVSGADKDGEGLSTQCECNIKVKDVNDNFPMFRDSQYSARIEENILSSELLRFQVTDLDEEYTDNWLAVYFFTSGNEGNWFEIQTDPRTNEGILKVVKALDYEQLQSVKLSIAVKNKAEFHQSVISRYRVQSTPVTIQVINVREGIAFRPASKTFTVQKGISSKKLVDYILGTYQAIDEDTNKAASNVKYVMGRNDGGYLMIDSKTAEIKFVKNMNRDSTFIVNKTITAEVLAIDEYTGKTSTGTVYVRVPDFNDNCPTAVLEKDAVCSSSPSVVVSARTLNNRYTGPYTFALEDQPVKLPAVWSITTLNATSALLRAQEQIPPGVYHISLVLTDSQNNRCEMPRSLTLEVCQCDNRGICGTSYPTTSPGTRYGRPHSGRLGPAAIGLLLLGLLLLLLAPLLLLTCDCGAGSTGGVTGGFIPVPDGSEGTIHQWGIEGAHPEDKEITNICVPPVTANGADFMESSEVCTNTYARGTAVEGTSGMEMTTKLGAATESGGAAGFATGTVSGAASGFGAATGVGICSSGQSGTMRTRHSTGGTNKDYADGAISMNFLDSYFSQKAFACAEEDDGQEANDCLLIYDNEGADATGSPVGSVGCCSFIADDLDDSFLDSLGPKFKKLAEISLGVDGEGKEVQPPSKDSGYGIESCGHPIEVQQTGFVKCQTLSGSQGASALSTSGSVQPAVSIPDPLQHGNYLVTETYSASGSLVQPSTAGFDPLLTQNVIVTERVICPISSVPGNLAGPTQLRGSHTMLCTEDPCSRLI
# Cardiac RTF inh: cardiac RTF calcium desensitization. 0.12% of 340,000 active. IANBD-labeled cardiac RTF, Ca2+ fluorescence. AID 493244. inhibition, % at 7.15 µM;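 active means inhibition above the mean inhibition of all tested compounds plus 3 SD, cut at about 17% in these data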;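 further: assay run at fixed EC70 calcium of 1.6 mM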
# NSD2 inh: NSD2 (human) methyltransferase inhibition; O96028; NSD2 peptide methylation, AlphaScreen, 120 min; inhibition, % at 12.5 µM; 0.54% of 310,000 active; AID 743445; in the data active means inhibition above about 50%
# Arrestin-AP2 inh: inhibitors of human beta-arrestin and AP2 interaction. inhibition, % at 10 µM. FITC-arrestin peptide / GST-AP2 beads, flow cytometry; AP2 beta2 appendage carries R879A mutation. 0.31% of 340,000 active;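 active means inhibition above a set limit, near 3 SD of compounds lacking own fluorescence, cut at about 54% in these data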;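 further: plate controls were DMSO wells for no effect and 5 µM unlabelled arrestin peptide for full effect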
#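 test system = AP2 appendage R879A on GSH beads | buffer or medium = PBS plus Tween 20 (0.05%) and BSA (0.1%) | incubation = 12 min plus 1 h, RT | detection = bead flow cytometry, FITC channel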
# CAL PDZ FP-2: blocks peptide binding to the human CAL PDZ domain; inhibition, % at 24.9 µM; AID 602252; Q9HD26; 0.92% of 300,000 active; purified CAL PDZ, TMR-peptide fluorescence polarization, 1 h;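 active means mean inhibition of at least 30% with at least half of replicates also reaching 30%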;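 further: 0% = DMSO neutral control and 100% = excess unlabeled competitor peptide PRC23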
# * hit, by the source's call; . = not tested or not shown. The list is partial (hit frequency here may not be typical).
SMILES,C-LANA FP,DAGLB inhibitor,CAL PDZ FP-1,V-ATPase pH,Keap1-Nrf2 PPI,DSG3 Ab inh,Cardiac RTF inh,NSD2 inh,Arrestin-AP2 inh,CAL PDZ FP-2
CC(OC(=O)CNC(=O)c1sc2ccccc2c1Cl)C(=O)NC1(C#N)CCCCC1 (stereo not given),1.1,-1,-1.0,3,4,100,-3,-1,0,-5
CC(=O)NC(Cc1ccccc1C)C(=O)NC1CCN(C(=O)c2cccc(C)c2)CC1 (stereo not given),-0.2,3,0.5,-3,-5,103,-12,-2,31,.
O=C(Nc1nnc(Cc2ccccc2)s1)c1ccco1,2.7,1,0.1,-1,-3,104,0,1,8,-5
COc1cc(/C=N\NC(=O)c2c(C)nc3cc(C)ccn23)ccc1O,0.6,-1,-0.5,0,0,107,-8,-1,7,0
CN(c1ccc(C(=O)Nc2ccccc2C(=O)N2CCOCC2)cc1)S(C)(=O)=O,1.4,-4,0.0,5,-2,.,0,-1,9,-3
CCCC(C(=O)NC1CCCC1)N(CCN(CC)CC)C(=O)c1snc(C(N)=O)c1N (stereo not given),0.0,-1,-0.2,-2,-3,.,-9,32,40,.
Cc1ccccc1C(=O)Nc1cccc(NC(=O)c2cccnc2)c1,1.3,-3,-2.7,4,-2,96,-30,2,15,-2
CC(=O)Nc1sc(C)c(C)c1C(=O)OCC(=O)Nc1ccccc1C(F)(F)F,.,-2,.,-1,.,110,.,0,.,.
COc1ccc(CCNC(=O)c2ccccc2)cc1,1.5,-2,0.1,2,3,65*,-3,-2,-11,.
Cc1cc(C)cc(C(=O)NC(CC(N)=O)c2ccc(N3CCN(C)CC3)c([N+](=O)[O-])c2)c1 (stereo not given),2.1,1,-0.7,2,-7,107,0,.,0,-2
CC1=C(C(=O)N2CCOCC2)C(c2ccc(Cl)cc2)NC(=S)N1 (stereo not given),0.5,1,-1.6,0,2,106,2,-6,-8,-3
CC1CCCN(S(=O)(=O)c2ccc(C(=O)NC(C)c3ccccc3)cc2)C1 (stereo not given),-0.9,-3,-3.1,6,-5,102,-10,0,3,-4
COc1ccc(CCNC(=O)C2Cc3ccccc3C(=O)O2)cc1 (stereo not given),-1.2,-2,-0.7,0,0,109,14,.,-21,2
CCOC(=O)c1cccc(NC(=O)CC2Oc3ccccc3NC2=O)c1 (stereo not given),0.3,-1,-0.3,4,1,99,-5,2,1,2
Cc1ccc(C(=O)NCc2ccc3c(c2)OCO3)c(C)c1,-0.1,-5,-0.3,-1,0,110,3,27,32,-2
COc1ccc(OC)c(S(=O)(=O)n2nnc3ccccc32)c1,1.0,-1,-0.6,4,-5,105,3,4,-9,-5
COc1ccc(-c2nnc(SCC(=O)N3CCOCC3)o2)cc1,0.4,-4,.,-2,-3,101,-13,-4,14,1
COc1ccc(S(=O)(=O)N2CCCCCC2)cc1C(=O)OCc1cccc(OC)c1OC,-0.7,-7,-0.8,0,-4,114,-11,-4,18,3
Cc1ccc(S(=O)(=O)c2ccc(-n3nc(C)cc3N)cc2)cc1,-1.4,.,-0.7,1,4,.,.,0,19,6
O=S(=O)(c1ccc(NC(=S)NN=Cc2ccccc2O)cc1)N1CCCCC1,3.3,7,-0.8,-4,2,98,2,-4,50,-4
Cc1ccc(S(=O)(=O)N2CCOC2CNC(=O)C(=O)NCC(C)C)cc1 (stereo not given),-0.1,0,-1.2,-9,1,124,-8,-1,14,2
Cc1nc2c(C)cccn2c1C(=O)N/N=C/c1ccccc1[N+](=O)[O-],-0.7,-1,-1.0,1,-3,108,-2,-3,36,-3
COc1ccc(Cn2nnnc2C(C(C)C)N2CCN(c3ccccc3OC)CC2)cc1 (stereo not given),-0.6,-3,-0.6,-6,-4,.,-6,-1,-3,-5
O=C(Nc1c2c(nc3c1CCC3)CCCC2)c1ccccn1,-2.6,1,-1.6,4,-5,91,-8,0,-2,0
O=C(Nc1ccc(S(=O)(=O)Nc2ncccn2)cc1)c1ccccc1NS(=O)(=O)c1ccc(Cl)cc1,0.4,18,-1.0,3,6,102,2,.,35,0
O=C(O)C(C1CCCCC1)C1(O)CCCC1 (stereo not given),-0.9,-4,-0.4,0,-1,134,1,1,32,-2
CC(C)OC(=O)CSc1nc(-c2ccc(F)cc2)nc2ccc(F)cc12,-2.1,-1,-3.6,-5,0,.,-10,-2,0,-3
CCCn1c(=O)c2ccccc2n2c(SCc3nnc(-c4ccccc4Br)o3)nnc12,1.8,4,-1.9,-1,-4,101,-4,17,5,-6
COc1ccc(N2CCN(C(=O)c3cc(C)oc3C)CC2)cc1,-1.0,-3,-0.3,-1,-1,110,-7,2,18,-17
CCNC(=O)c1c(C)nc2ccccn12,-1.8,-2,-1.3,7,-5,96,-3,1,6,-1

# 5 entries from above, with values under each structure.
# Values run as follows: C-LANA FP	DAGLB inhibitor	CAL PDZ FP-1	V-ATPase pH	Keap1-Nrf2 PPI	DSG3 Ab inh	Cardiac RTF inh	NSD2 inh	Arrestin-AP2 inh	CAL PDZ FP-2
Cc1ccc(S(=O)(=O)N2CCOC2CNC(=O)C(=O)NCC(C)C)cc1 (stereo not given)
  -0.1	0	-1.2	-9	1	124	-8	-1	14	2
Cc1nc2c(C)cccn2c1C(=O)N/N=C/c1ccccc1[N+](=O)[O-]
  -0.7	-1	-1.0	1	-3	108	-2	-3	36	-3
COc1ccc(Cn2nnnc2C(C(C)C)N2CCN(c3ccccc3OC)CC2)cc1 (stereo not given)
  -0.6	-3	-0.6	-6	-4	.	-6	-1	-3	-5
O=C(Nc1c2c(nc3c1CCC3)CCCC2)c1ccccn1
  -2.6	1	-1.6	4	-5	91	-8	0	-2	0
O=C(Nc1ccc(S(=O)(=O)Nc2ncccn2)cc1)c1ccccc1NS(=O)(=O)c1ccc(Cl)cc1
  0.4	18	-1.0	3	6	102	2	.	35	0

# (further entries)
SMILES,C-LANA FP,DAGLB inhibitor,CAL PDZ FP-1,V-ATPase pH,Keap1-Nrf2 PPI,DSG3 Ab inh,Cardiac RTF inh,NSD2 inh,Arrestin-AP2 inh,CAL PDZ FP-2
CCN(CC(=O)Nc1ccc(NC(C)=O)cc1)C(=O)c1ccc(S(=O)(=O)N2CCCC2)cc1,0.1,-2,-2.2,0,2,108,-3,-1,12,-3
O=C1NN(c2cccc(Br)c2)C(=O)/C1=C/c1cccs1,0.7,11,-8.4,3,-1,95,-7,2,40,-7
COc1ccc(C(=S)N2CCN(C)CC2)cc1,0.1,0,-1.7,2,0,101,-4,8,2,-3
CCNc1nc(NCC)n2c(SCC(=O)Nc3cc(OC)ccc3OC)nnc2n1,1.4,0,-2.9,-4,-2,106,-6,-1,14,-2
N/C(=N\OC(=O)CCCOc1ccccc1)c1cccc([N+](=O)[O-])c1,-0.7,-10,-1.7,5,2,128,-15,-2,8,3
CCc1ccccc1NC(=O)C1CCN(S(C)(=O)=O)CC1,.,.,.,1,.,105,.,-3,-4,.
O=C(c1ccco1)N(Cc1ccc(Cl)cc1)C1CCS(=O)(=O)C1 (stereo not given),0.6,1,-0.8,-2,-1,91,-5,-1,-2,-3
CCc1cccc2c(-c3csc(=NC)n3C)c[nH]c12,-8.4,.,-0.7,3,-1,88,.,2,49,3
COc1ccc(N(C(=O)CNC(=O)c2ccco2)C(C(=O)NC2CCCC2)c2ccco2)cc1 (stereo not given),-3.2,-1,-2.1,6,3,94,-19,19,28,-3
COCCN(C(=O)c1ccc(N(C)S(=O)(=O)c2ccc(C)cc2)cc1)c1c(N)n(CC(C)C)c(=O)[nH]c1=O,-0.1,-2,-1.1,8,-3,104,-5,0,2,-5
Cc1cccc(OCCCC(=O)Nc2ccc(S(=O)(=O)Nc3onc(C)c3C)cc2)c1C,-2.2,8,-3.2,5,-6,.,-13,1,13,4
O=C(NC1CCCC1)c1ccc([N+](=O)[O-])s1,0.5,0,0.7,-1,3,100,-6,2,33,-1
COC(=O)c1ccccc1NC(=O)C(=O)NCc1ccncc1,0.4,-1,-0.9,1,-6,101,-20,3,4,-3
Cc1cc(C(=O)N/N=C/c2ccc(O)c([N+](=O)[O-])c2)c(C)n1-c1ccc(F)cc1,1.7,10,-0.3,-1,-5,92,8,20,2,-1
CC(C)OCCCNC(=O)Cn1nc(-c2ccccc2)ccc1=O,0.1,0,-2.0,3,-3,102,-4,-3,0,0
CCOC(=O)COc1nc(OC)nc(N2CCOCC2)n1,-1.4,-2,0.1,-3,1,101,-8,-2,2,3
Cc1c(Cl)cccc1NC(=S)NCC(C)C,-0.4,1,-1.1,0,2,102,-19,2,-3,4
O=C(c1ccc(S(=O)(=O)N2CCOCC2)cc1)N(Cc1ccco1)Cc1cccs1,1.0,-3,-4.2,6,-4,.,7,12,16,-3
CCOC(=O)CSc1nc2c(sc(=S)n2Cc2ccco2)c(=O)n1-c1ccc(F)cc1,1.2,-8,-3.5,1,-7,103,-13,1,4,-3
COc1cccc(-n2c(Cn3nc(C(F)(F)F)cc3C)n[nH]c2=S)c1,-0.3,1,-0.9,0,-1,102,3,7,-1,-1
Cc1cccc(OCC(=O)NNC(=O)C2CCN(c3ncnc4sc(C)c(C)c34)CC2)c1,-0.7,2,-4.2,0,0,92,1,-1,4,-6
CC(=O)C1=C(O)C(=O)N(CCN2CCOCC2)C1c1ccc(N(C)C)cc1 (stereo not given),0.8,2,0.0,3,-4,99,6,.,6,-4
COc1ccc(CC(=O)N2N=C(C)CC2(O)c2cccnc2)cc1 (stereo not given),1.3,2,-2.5,-1,1,95,-5,0,-3,2
COCc1nc2sc3c(c2c(=O)[nH]1)CCCC3,-1.1,-3,0.4,-1,-2,102,-4,-3,11,-7
Oc1ccc(CNc2ccccc2)c2cccnc12,-2.4,2,-3.5,-1,4,95,-7,.,14,-5
CCCCC[C@H]1CN(Cc2ccccc2)C(=O)[C@@H]1CC(=O)NCc1ccc(OC)cc1,0.6,-3,-4.6,-6,-3,103,11,.,9,-8
O=C(CN1CCN(Cc2ccccc2)CC1)Nc1ccc([N+](=O)[O-])cc1C(=O)Nc1ccccc1F,0.3,-1,-2.3,-1,0,95,-3,.,5,1
CCc1nnc(NC(=O)c2ccc(OC)cc2)s1,-0.1,0,-0.2,-2,3,92,-6,-1,-8,-6
COCCN=c1scc(-c2ccco2)n1/N=C/c1ccc(O)c(O)c1O,9.3,5,-2.4,1,1,107,-8,87*,25,-2
Cc1ccc(S(=O)(=O)N(C)CC(=O)OCC(=O)c2ccc3c(c2)NC(=O)CO3)cc1,-4.4,-1,-0.6,2,0,128,3,-1,-7,-3
CSc1nnc(CNC(=O)C23CC4CC(CC(C4)C2)C3)n1Cc1ccccc1,0.2,2,-2.3,5,3,97,-11,1,-2,-1
CCCCCCCCCCCC(=O)N/N=C/c1ccco1,0.7,-1,-0.7,0,2,98,-1,0,-7,-6
CC1CCCC(NC(=O)COC(=O)Cc2cn3ccsc3n2)C1C (stereo not given),2.0,4,-1.4,-5,-2,87,-7,0,16,0
Cc1cc(C)cc(N(CC(=O)NC2CCCCC2)C(=O)c2csnn2)c1,-0.7,0,-2.0,0,-5,.,-9,-1,6,-4
COC(=O)C1=C(C)Nc2ncnn2C1c1ccc(OCc2ccccc2)cc1 (stereo not given),-1.3,-3,-2.3,-17,-1,120,-7,0,-1,-4
